EP2 mod = EP2 receptor (human) modulation; P43116; EP2-expressing cells, cAMP HTRF FRET, PGE2 co-stimulation; induction, % at 25 µM; actives 0.83% (n = 260,000);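 active = compounds whose cAMP rise, as percent of the full-agonist control response, exceeds 60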;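 note: rat C6 glioma line stably carrying human EP2 under a CMV promoter; the protocol text gives 20 µM as final concentration; 100% = response of wells given 1 µM PGE2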
Target sequence (P43116 whole entry, looked up): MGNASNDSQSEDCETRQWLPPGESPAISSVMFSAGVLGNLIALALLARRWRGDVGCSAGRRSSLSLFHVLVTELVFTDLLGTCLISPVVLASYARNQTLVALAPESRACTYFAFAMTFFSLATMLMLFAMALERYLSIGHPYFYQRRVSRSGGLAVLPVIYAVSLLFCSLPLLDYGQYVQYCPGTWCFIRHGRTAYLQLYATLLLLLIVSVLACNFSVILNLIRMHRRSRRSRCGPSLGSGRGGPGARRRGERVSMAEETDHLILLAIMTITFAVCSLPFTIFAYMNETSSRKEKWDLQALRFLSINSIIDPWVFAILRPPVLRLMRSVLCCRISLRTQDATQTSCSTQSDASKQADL
14-3-3 Bad inh = disrupts binding of bovine 14-3-3 zeta to phospho-Bad peptide; TR-FRET 14-3-3zeta/Dy647-pBad peptide displacement, 1 h; inhibition, % at 21.7 µM; actives 0.71% (n = 220,000); AID 781;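 active = inhibition above about 70%, limit read from the data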;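 note: 0% = full 14-3-3 plus peptide FRET controls and 100% = background without 14-3-3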
Target sequence (P63103 whole entry, looked up): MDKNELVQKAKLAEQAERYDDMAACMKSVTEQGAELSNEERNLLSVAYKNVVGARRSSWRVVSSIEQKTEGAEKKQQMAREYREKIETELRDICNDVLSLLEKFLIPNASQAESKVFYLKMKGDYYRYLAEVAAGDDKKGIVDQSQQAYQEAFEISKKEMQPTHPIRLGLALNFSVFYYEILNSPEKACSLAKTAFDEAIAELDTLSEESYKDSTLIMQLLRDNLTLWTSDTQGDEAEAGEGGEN
PGE2 EP2 inh = EP2 receptor (human) inhibition. P43116. C6 glioma cells expressing human EP2, cAMP TR-FRET; cells stimulated with saturating PGE2. inhibition, % at 25 µM. actives 0.52% (n = 260,000). AID 1422;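 active = percent inhibition above 40 after rounding to a whole number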;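 note: rat C6 glioma host cells with rolipram phosphodiesterase inhibitor present; the protocol text gives 20 µM as final concentration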
CHOP inh = inhibitors of CHOP induction in ER stress response. CHO-K1 CHOP-promoter luciferase, tunicamycin-induced, 15-18 h. inhibition, % at 10 µM. actives 3.8% (n = 220,000). AID 2732;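 active = compounds that reduced the stress-induced luciferase reporter signal by more than about 70% of percent inhibition, limit read from the data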;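 note: 0% = tunicamycin plus vehicle and 100% = wells without tunicamycin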
PPC-1+TRAIL kill = kills PPC-1 cancer cells in the presence of TRAIL; cell killing (% activity), % at 4 µM; PPC-1 cells + TRAIL, ATPLite viability luminescence; actives 0.41% (n = 220,000); AID 1443;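 active = cell killing above 50% in the first pass at 4 µM, then a duplicate retest at 5 µM averaging 50% or more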;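 note: plate controls were cells with TRAIL plus DMSO for no effect and medium-only wells lacking cells for full effect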
TRPN1 ag = activates the zebrafish TRPN1 channel | actives 0.18% (n = 220,000) | activation, % at 3 µM | HEK293 zebrafish TRPN1-YFP, Fluo-8 calcium fluorescence; 100% = response to 87 µM carbachol;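 active = activation above its plate's cutoff, the mean activation of test wells on that plate plus 3 SD, cut at about 19% in these data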;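 note: 0% = DMSO alone and 100% = 87 µM carbachol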
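Assay system: Zebrafish TRPN1-YFP in HEK293 cells | Incubation: Dye loading 1 h at 37 °C, then 30 min room temperature | Measured by: Kinetic Fluo-8 fluorescence, ex 470-495, em 515-575 nm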
NPY Y1 blocker = antagonists of human neuropeptide Y receptor Y1; P25929; HEK293-CNG Y1 cells, membrane potential fluorescence; NPY at EC95, then isoproterenol; inhibition, % at 3.6 µM; actives 1% (n = 200,000); AID 1040;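 active = inhibition above the campaign mean inhibition of all tested compounds plus 3 SD, cut at about 20% in these data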;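 note: 0% = DMSO wells given NPY plus isoproterenol and 100% = isoproterenol alone without NPY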
Target sequence (P25929 whole entry, looked up): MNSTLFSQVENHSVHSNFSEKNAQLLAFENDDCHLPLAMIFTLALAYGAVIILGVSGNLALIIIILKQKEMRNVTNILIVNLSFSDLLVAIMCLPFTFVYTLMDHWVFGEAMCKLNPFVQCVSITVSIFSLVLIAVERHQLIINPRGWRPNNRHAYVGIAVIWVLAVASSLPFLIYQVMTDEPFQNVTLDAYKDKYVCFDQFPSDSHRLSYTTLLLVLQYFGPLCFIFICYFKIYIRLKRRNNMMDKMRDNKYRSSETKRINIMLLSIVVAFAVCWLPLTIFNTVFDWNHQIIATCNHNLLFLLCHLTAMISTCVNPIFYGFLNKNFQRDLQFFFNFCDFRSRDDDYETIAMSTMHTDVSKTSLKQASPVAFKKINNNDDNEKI
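Test system – HEK293 Y1/CNG channel cell line · Also added – NPY agonist 25 nM, then isoproterenol 1 µM plus Ro 20-1724 25 µM · Compound dosing – one concentration, 3.6 µM, in 0.4% DMSO · Schedule – compound incubation 1 h at room temperature, readout 45 min post-stimulation · Technique – fluorescence, membrane potential probe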
TRPML3 agonist = activates the human TRPML3 channel. AID 1448. HEK293 TRPML3-YFP, Fluo-8 calcium fluorescence; 100% = the carbachol control signal. actives 0.29% (n = 220,000). activation, % at 3 µM. Q8TDD5;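 active = activation above its plate's cutoff, the mean activation of the plate's test wells plus 3 SD, cut at about 12% in these data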;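 note: 0% = DMSO only wells and 100% = carbachol wells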
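Material: TRPML3-YFP stable HEK293 cells | Dosing: One concentration, 3 µM nominal, 0.3% DMSO | Timing: 125 s total fluorescence read per well | Technique: Fluo-8 calcium dye fluorescence, ex 470-495, em 515-575 nm | Measure: Percent activation from peak-to-basal fluorescence ratio, scaled between DMSO and carbachol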
NPY1 pot ag = potentiates or activates human NPY-Y1 receptor; P25929; NPY-Y1 expressing cells, potentiator/agonist activation; activation, % at 3.6 µM; actives 0.37% (n = 220,000); in the data active = activation above about 33%, passing the limit was not always enough;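 note: cells stimulated with NPY at EC10 then isoproterenol at EC100; 0% = low agonist plus stimulus and 100% = saturating agonist plus stimulus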
The depositor's hits bear a star; x = no result given; & = joins results of further samples; [ ] = dose if it differs, or a comment.

SMILES | EP2 mod | 14-3-3 Bad inh | PGE2 EP2 inh | CHOP inh | PPC-1+TRAIL kill | TRPN1 ag | NPY Y1 blocker | TRPML3 agonist | NPY1 pot ag
Cc1ccc(/C=C/c2nnc(-c3cccc(C)c3)o2)cc1 | 31 | 1 | 6 | 48 | 4 | -1.3 | 9 | 0.2 | -9
O=C(COC(=O)/C=C/c1nc2ccccc2s1)Nc1ccccc1Oc1ccccc1 | -9 | -7 | 4 | 27 | 1 | -0.5 | 2 | 0.5 | 1
C=CCn1c(SCc2ccc(C(=O)Nc3ccccc3)cc2)nnc1-c1ccccc1 | 3 | 2 | 8 | 10 | 22 | 1.8 | 0 | 0.1 | 5
CCn1c(=O)cc(SCC(=O)N2CCN(c3ccccn3)CC2)c2ccccc21 | 13 | 16 | x | 3 | 7 | 1.7 | 1 | 0.6 | -14
O=C(COc1ccc(Cl)cc1)NCc1nnc(SCC(=O)Nc2ccc(F)cc2F)o1 | -7 | -1 | 4 | 2 | 15 | -0.5 | -1 | 0.3 | 14
Cc1cccc(OCCC(=O)Nc2ccc(F)c(F)c2)c1 | -30 | -8 | 6 | 14 | -5 | -2.2 | 6 | 0.2 | 1
COc1ccc2c(c1OC)C(=O)N1c3ccccc3N=C(c3ccc([N+](=O)[O-])cc3)CC21 (configuration not stated) | -2 | 7 | 13 | -7 | 3 | -0.3 | 18 | 0.5 | -19
COc1cc(C2NC(=O)NC(C)=C2C(=O)OCC2CCCO2)cc(OC)c1OC (configuration not stated) | -2 | -5 | 5 | -9 | 3 | -0.1 | 0 | 0.6 | -8
O=C(Nc1cccc(O)c1)C1CCCN1C(=O)OCc1ccccc1 (configuration not stated) | -11 | 2 | 7 | 23 | 15 | 0.0 | 4 | 0.3 | -6
CN1c2ccsc2C(O)=C(C(=S)Nc2ccccc2)S1(=O)=O | -15 | 24 | 9 | 12 | -4 | 1.4 | -6 | 1.0 | 3
CCC(=O)N1CCN=C1SCc1ccccc1 | 17 | -14 | 11 | 0 | 7 | 1.5 | 3 | 0.1 | -5
COCCNC(C(=O)Nc1ccc([N+](=O)[O-])cc1Br)c1ccccc1 (configuration not stated) | 22 | -11 | 6 | 13 | 25 | -0.8 | 2 | 0.3 | -5
O=C(O)COCCN1CCN([C@H](c2ccccc2)c2ccc(Cl)cc2)CC1 | x | 41 | 9 | 9 | 9 | -0.1 | -1 | 0.2 | 24
CC1(C)CC(=O)c2cc(C(=O)N3CCN(CCO)CC3)c(=O)n(-c3ccc(Cl)cc3)c2C1 | 14 | 7 | 14 | -17 | 4 | 1.3 | -1 | 1.0 | -7
O=C(NCCc1ccccc1F)[C@@H]1CSC2c3ccccc3C(=O)N21 (some centres not stated) | 19 | -4[fluorescence artefact?] | 5 | 27 | -6 | 0.0 | 9 | -0.5 | 3
CCOc1nc(OCC)c2cnn(C)c2n1 | 16 | -2 | 17 | 24 | -17 | -1.1 | x | -1.2 | 7
CC(/C=C1\SC(=S)N(NC(=O)c2ccc(O)cc2)C1=O)=C\c1ccccc1 | 12 | 0 | 3 | 63 | 38 | -1.3 | 6 | 0.5 | -9
CCCCOc1ccc(C(=O)Nc2cccc(C)n2)cc1 | -20 | -2 | x | 13 | 15 | 4.3 | 2 | 2.7 | -20
CCCN(CCC)S(=O)(=O)c1ccc(C(=O)Nc2nnc(CSC)o2)cc1 | 12 | -5 | 11 | 14 | -4 | -0.7 | -4 | 0.0 | -24
CCN(c1ccccc1)S(=O)(=O)c1ccc(C(=O)Nc2nnc(-c3ccco3)o2)cc1 | 23 | -19 | 10 | 28 | 27 | -0.5 | 4 | -1.2 | 8
COc1ccc(-c2csc(NC(=S)NC(=O)/C=C/c3ccccc3)n2)cc1Br | -7 | -12 | 6 | -22 | 11 | 1.4 | x | 0.4 | 19
COc1cc(CN2CCNC(=O)C2CC(=O)N(Cc2nccn2C)C(C)C)cc(OC)c1 (configuration not stated) | 6 | -3 | 9 | 8 | 30 | 0.4 | x | 0.8 | 5
CCc1nnc(NC(=O)CCC(=O)NC2CCCc3ccccc32)s1 (configuration not stated) | 21 | -11 | 6 | 10 | -3 | -0.6 | -1 | 0.7 | -3
CCOC(=O)C(C)Sc1nc2ccccc2c(=O)n1CC1CCCCC1 (configuration not stated) | 46 | 12 | 10 | 99* | 13 | -1.3 | 13 | -0.2 | 7
Cc1ccc(NC(=O)c2ccc(S(=O)(=O)N3CCCC3)cc2)cc1 | x | x | 10 | x | x | 2.8 | 4 | 1.4 | 0
COc1ccc(NC(C)=O)cc1S(=O)(=O)Nc1ccc(C(=O)N2CCCC2)cc1 | -10&-1 | 2 | 9&1 | -21 | 14 | -1.6 | x | -0.1 | -5
O=C(Cn1cc(C(=O)C2CC2)c2ccccc21)NC1CCCC1 | -12 | 6 | 6 | -2 | 22 | -0.4 | 0 | -0.6 | 8
COc1cccc(CC2(CO)CCCN(S(=O)(=O)N(C)C)C2)c1 (configuration not stated) | 15 | -5 | 6 | -7 | 5 | 0.9 | 4 | 0.5 | 19
COc1ccc(-c2[nH]c3ccccc3c2SCCN)cc1 | -38 | 63 | 13 | 24 | 4 | 1.6 | x | 0.8 | 22
CN(C)CCCNC(=O)c1cc(C(=O)c2ccc(F)cc2)c[nH]1 | 6 | -8 | 4 | 4 | 21 | -0.3 | 1 | 0.3 | -14
Cn1c(=O)n(C)c2cc(NC(=O)c3cc4ccccc4o3)ccc21 | -11 | -1 | 1 | 19 | 1 | -0.4 | -7 | 0.5 | -5
O=C(Nc1cccc(S(=O)(=O)N2CCOCC2)c1)c1cc2ccccc2o1 | -13 | 3 | 1 | 20 | -1 | 1.7 | x | 0.6 | -13
CC(C)c1ccc(-n2cnn(-c3ncccc3[N+](=O)[O-])c2=O)cc1 | -22 | -19 | 5 | -6 | 26 | 0.3 | -5 | 0.7 | 13
COc1ccc(S(=O)(=O)N2Cc3ccccc3CC2C(=O)Nc2ccc(O)cc2)cc1OC (configuration not stated) | -2 | 8 | 15 | -11 | 18 | 2.1 | 0 | 0.9 | -7
O=C(Nc1ccccc1N1CCOCC1)c1ccccc1NS(=O)(=O)c1ccc(F)c(F)c1 | -11 | 13 | 24 | -8 | -8 | 8.5 | -2 | 3.0 | 22
O=C1/C(=C/c2cccnc2)CCc2c1[nH]c1ccccc21 | -28 | -11 | 9 | 41 | 9 | -0.7 | -5 | -0.1 | -5
COc1ccc(NC(=O)c2c[nH]c(=O)n(-c3ccc(C)c(C)c3)c2=O)cc1OC | -6 | -1 | 4 | 5 | 16 | 0.3 | 0 | 0.9 | -3
Cn1c(CNc2ccc(Cl)cc2)nc2ccccc21 | -25 | -4 | 16 | -25 | 12 | -2.9 | 3 | 0.8 | 6
C/C(=N\NC(=O)CCn1nnc2ccccc21)c1cccs1 | -4 | -3 | 7 | -6 | 21 | 1.0 | x | 0.1 | 7
Cc1ccc(-c2nn3c(C)nnc3c3ccccc23)cc1S(=O)(=O)NCCN1CCOCC1 | 15 | 5 | 2 | -38 | 7 | 2.8 | 3 | 0.4 | 0

An excerpt from above in order of the NPY Y1 blocker value, ascending.
| Molecule | EP2 mod | 14-3-3 Bad inh | CHOP inh | NPY Y1 blocker | TRPML3 agonist | NPY1 pot ag |
| --- | --- | --- | --- | --- | --- | --- |
| O=C1/C(=C/c2cccnc2)CCc2c1[nH]c1ccccc21 | -28 | -11 | 41 | -5 | -0.1 | -5 |
| O=C(COc1ccc(Cl)cc1)NCc1nnc(SCC(=O)Nc2ccc(F)cc2F)o1 | -7 | -1 | 2 | -1 | 0.3 | 14 |
| COc1ccc(NC(=O)c2c[nH]c(=O)n(-c3ccc(C)c(C)c3)c2=O)cc1OC | -6 | -1 | 5 | 0 | 0.9 | -3 |

Next entries follow:
SMILES | EP2 mod | 14-3-3 Bad inh | PGE2 EP2 inh | CHOP inh | PPC-1+TRAIL kill | TRPN1 ag | NPY Y1 blocker | TRPML3 agonist | NPY1 pot ag
Cc1ccc(S(=O)(=O)N2CCN(c3ccc([N+](=O)[O-])c(NCCN4CCOCC4)c3)CC2)cc1 | 9 | -2 | 8 | 50 | 7 | -2.0 | 8 | -0.4 | -6
COc1cccc(Nc2ncnc3c2cnn3-c2cccc(C)c2)c1 | -29 | 4 | 6 | 105* | 8 | -0.1 | 1 | 0.7 | 13
Clc1ccc(Oc2ncnc3oc(-c4ccccc4)cc23)cc1 | -12 | 0[fluorescence artefact?] | 12 | 35 | 5 | 0.4 | -3 | 0.6 | -5
CCCCCCCC(=O)OC(CN1CCCCC1)CN1CCCC1=O (configuration not stated) | 27 | 10[fluorescence artefact?] | 3 | 0 | 7 | 1.0 | 1 | 0.8 | -1
O=c1c2cc(Cl)ccc2nc(-c2ccc([N+](=O)[O-])cc2)n1O | 31 | -9 | 4 | 23 | 24 | -0.5 | -1 | 0.0 | -28
CCN(c1cccc(C)c1)S(=O)(=O)c1c(C)[nH]c(=O)[nH]c1=O | 11 | -2 | 19 | 17 | -16 | -0.8 | 0 | 0.4 | 0
CN(C)CCNC(=O)NC(=O)c1ccc(Cl)cc1 | 1 | 4 | 13 | -26 | 9 | 2.3 | 3 | 0.6 | -11
CC1(Cc2ccc3c(c2)OCO3)NC(=O)NC1=O (configuration not stated) | 12 | 8 | 12 | -1 | 3 | 0.6 | -3 | 0.7 | -9
O=C(CCC(=O)NC1CC1)Nc1nnc(C2CCCCC2)s1 | 1 | -17 | 17 | 15 | 3 | 0.8 | -2 | 0.5 | 4
Cc1nnc(N/N=C/c2c(Cl)cccc2Cl)n1N | 4 | -8 | 11 | 4 | 16 | -0.5 | -3 | 0.1 | 1
N#CCCN(C(=O)COc1ccc(F)cc1Br)c1ccccc1F | 0 | 0 | 6 | -28 | 1 | -1.4 | -1 | 0.4 | 6
Cc1noc(C)c1COc1ccc(C(=O)OCC(=O)Nc2ccc3ccccc3c2)cc1 | 26 | -7 | 4 | 26 | 14 | -1.2 | 7 | 0.8 | -10
O=C(Nc1cccnc1)c1ccc(Cl)c(S(=O)(=O)N2CCc3ccccc32)c1 | -51 | 0 | 13 | 30 | 19 | 12 | -8 | 4.7 | 0
CC(C)COc1ccc(/C=C2/Sc3ccccc3C2=O)cc1 | 22 | -6 | 8 | 6 | 9 | -0.4 | 0 | -0.2 | -29
CCOc1ccc(OCCSc2nc3ccccc3c(=O)[nH]2)cc1 | 24 | -5[fluorescence artefact?] | 7 | -6 | 16 | -1.4 | 1 | 0.3 | -46
CCN1C(=O)Cc2cc(S(=O)(=O)N3CCOCC3)ccc21 | 29 | -5 | 12 | 39 | 10 | 0.0 | 6 | 0.1 | 5

Bioassay records from PubChem BioAssay.

An excerpt, so the mix of outcomes need not match the whole.
